Vc quorum ag – quorum light induction in luxS cqsA deficient V. cholerae | V. cholerae BH1578 lux reporter, luminescence, 6 h | AID 588436 | 0.16% of 350,000 active | activation, % at 18.7 µM; in the data active means activation mostly above about 9.7%, no sharp cut-off; further: not every result past the cut was called active; inactives centre near 0; reference of the scale not given here
Y pestis TopoI – blocks Yersinia pestis topoisomerase I activity | Y. pestis Topo-I cleavage product accumulation, plate reader | activity, % at 10 µM | 0.064% of 360,000 active | AID 504884; in the data active means activity above about 50%, passing the limit was not always enough; further: inactives centre near 2
Mtb UGM inh – Mtb UDP-galactopyranose mutase inhibition; P9WIQ1; purified UGM, fluorescence polarization probe displacement; inhibition, % at 10 µM; 0.06% of 320,000 active; in the data active means inhibition above about 10%, passing the limit was not always enough
Target sequence (P9WIQ1 whole entry, looked up): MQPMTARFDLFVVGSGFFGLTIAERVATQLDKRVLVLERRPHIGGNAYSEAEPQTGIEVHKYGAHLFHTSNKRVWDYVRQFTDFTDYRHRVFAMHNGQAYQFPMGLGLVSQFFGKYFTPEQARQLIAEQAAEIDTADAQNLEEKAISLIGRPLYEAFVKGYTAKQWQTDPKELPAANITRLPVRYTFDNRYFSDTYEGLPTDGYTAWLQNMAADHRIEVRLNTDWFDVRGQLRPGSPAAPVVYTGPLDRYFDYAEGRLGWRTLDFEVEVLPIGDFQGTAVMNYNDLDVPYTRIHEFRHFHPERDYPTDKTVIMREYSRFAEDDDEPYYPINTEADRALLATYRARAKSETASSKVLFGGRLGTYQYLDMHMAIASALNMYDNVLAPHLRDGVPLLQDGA
PfHsp40 rescue – rescue of PfHsp40-mediated yeast toxicity; growth rescue, % at 12.5 µM; S. cerevisiae expressing PfHsp40, growth rescue, ATP luminescence; 0.68% of 340,000 active; in the data active means growth rescue above about 28%, passing the limit was not always enough;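 further: yeast W303a lacking pdr1 and pdr3 grown in galactose medium; growth measured after three days at 30 °C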
Mtb FBA inh – inhibits M. tuberculosis FBA enzyme | P9WQA3 | purified M. tuberculosis FBA, fluorescence read-out | inhibition, % at 1 µM | 2.3% of 360,000 active; in the data active means inhibition above about 27%;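 further: 0% = vehicle and 100% = reference inhibitor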
Target sequence (P9WQA3 whole entry, looked up): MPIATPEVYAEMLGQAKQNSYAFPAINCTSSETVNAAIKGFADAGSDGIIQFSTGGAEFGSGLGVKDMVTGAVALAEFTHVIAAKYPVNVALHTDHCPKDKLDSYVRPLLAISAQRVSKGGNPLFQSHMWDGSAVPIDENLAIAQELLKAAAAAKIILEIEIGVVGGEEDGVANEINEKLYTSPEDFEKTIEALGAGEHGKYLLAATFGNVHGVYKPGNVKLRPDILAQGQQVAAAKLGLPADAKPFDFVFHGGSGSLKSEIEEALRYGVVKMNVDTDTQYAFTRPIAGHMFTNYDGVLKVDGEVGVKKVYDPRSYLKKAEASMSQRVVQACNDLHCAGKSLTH
TcdB GH inh – TcdB glycohydrolase inhibition; 0.24% of 350,000 active; P18177; TcdB glycohydrolase enzymatic assay, plate reader; AID 652162; inhibition, % at 9.99 µM; in the data active means inhibition above about 10%
BioA inh – inhibitors of Mycobacterium tuberculosis BioA enzyme; purified M. tuberculosis BioA enzyme, plate reader; inhibition, % at 9.99 µM; 0.096% of 360,000 active; AID 602481; in the data active means inhibition above about 40%
FadD28 binding – blocks FadD28 binding to the bisubstrate probe. fluorescence polarization. inhibition, % at 12.5 µM. 0.22% of 360,000 active. AID 588549; in the data active means inhibition above about 8.5%, passing the limit was not always enough
GDH-TPI counter – inhibits GDH-TPI coupling enzymes, artifact for Mtb FBA screen | GDH-TPI coupled enzyme counterscreen, NADH absorbance | inhibition, % at 4.8 µM | 1.2% of 360,000 active; in the data active means inhibition above about 30%;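 further: 0% = DMSO wells and 100% = wells lacking the enzyme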
* = called active by the depositor; i = inactive; / = no result given; & = joins results of further samples.

SMILES	Vc quorum ag	Y pestis TopoI	Mtb UGM inh	PfHsp40 rescue	Mtb FBA inh	TcdB GH inh	BioA inh	FadD28 binding	GDH-TPI counter
O=C(Nc1cc(Cl)cc(Cl)c1)C1CC(=O)N(C2CCCC2)C1 (stereo not drawn)	-1.1	4	0.0	-0.9	-1	0.8	1.5	-6.7	6
O=C(Cn1c(=S)[nH]c2ccccc2c1=O)N1CCN(c2ccccc2)CC1	-0.6	10	-1.7	-0.6	2	1.3	-0.4	0.1	1
Cc1cc(C(=O)Nc2nncs2)oc1C	i	2	-3.5	0.5	2	-0.2	-2.1	0.1	17
Cc1ccc(C2CC2c2n[nH]c(=S)n2-c2cccc(Cl)c2)cc1 (stereo not drawn)	-0.5	14	5.3	0.9	-1	/	/	-2.1	4
CNc1ccc2ncc(-c3ccccc3C(C)=O)n2n1	i	4	/	/	-1	1.0	-0.9	-1.2	23
COC(=O)c1cc(C(=O)OC)cc(S(=O)(=O)Nc2ccc(Cl)c(N)c2)c1	i	-2	-0.5	3.4	-2	/	-0.6	-2.6	-6
COc1ccc(S(=O)(=O)N2CCC(C(=O)N3CCCC3)CC2)cc1Cl	i	6	-2.1	0.7	3	/	7.9	-0.9	5
Cc1nc(N/C(N)=N/S(=O)(=O)c2ccccc2)nc2ccccc12	-0.8	24	2.5	-0.2	0	-0.7	-0.4	-0.7	11
CC(C)NC(=O)N(C)C[C@H]1Oc2c(cccc2N(C)C)C(=O)N([C@H](C)CO)C[C@@H]1C	i	-5	-1.6	-0.6	-1	-1.3&0.7	-3.8&0.7	-1.2	10
CN(/N=C/c1cccnc1)c1cnn(-c2ccc(F)c(Cl)c2)c(=O)c1Cl	-2.8	3	-1.9	0.1	1	/	5.3	-2.4	11

2 consecutive records already listed, quoted:
SMILES	Vc quorum ag	Y pestis TopoI	Mtb UGM inh	PfHsp40 rescue	Mtb FBA inh	TcdB GH inh	BioA inh	FadD28 binding	GDH-TPI counter
CC(C)NC(=O)N(C)C[C@H]1Oc2c(cccc2N(C)C)C(=O)N([C@H](C)CO)C[C@@H]1C	i	-5	-1.6	-0.6	-1	-1.3&0.7	-3.8&0.7	-1.2	10
CN(/N=C/c1cccnc1)c1cnn(-c2ccc(F)c(Cl)c2)c(=O)c1Cl	-2.8	3	-1.9	0.1	1	/	5.3	-2.4	11

New compounds follow.
SMILES	Vc quorum ag	Y pestis TopoI	Mtb UGM inh	PfHsp40 rescue	Mtb FBA inh	TcdB GH inh	BioA inh	FadD28 binding	GDH-TPI counter
CCN(CC)C(=O)CCCOc1ccc(Cl)cc1Cl	-0.7	26	2.3	1.7	0	/	/	-2.1	0
N#CCN(N=Nc1ccccc1)c1ccccc1	i	-2	-0.2	-1.1	-1	1.3	0.7	-1.7	15
Cc1ccc(S(=O)(=O)NC2CCCCC2)c2nsnc12	3.3	6	-0.8	-1.4	-2	-0.5	/	-0.5	8
CSCCC(NC=C1C(=O)OC(C)(C)OC1=O)C(=O)O (stereo not drawn)	1.6	-1	-0.8	-1.4	5	/	-2.2	-1.3	2
COc1ccc(CNC(=O)C(C)OC(=O)c2cccs2)cc1 (stereo not drawn)	-0.1	-5	2.1	-0.6	-1	0.3	-1.9	2.2	-7
COCCCNC(=O)c1cn(C)c(=O)c2cc(OC)c(OC)cc12	i	-2	-0.2	-1.2	0	/	0.4	-2.4	6
Cc1ccc(Sc2nc(C)cc(C)c2S(C)(=O)=O)cc1	i	0	4.7	0.0	0	/	2.5	-3.8	-8
COc1ccc(OC)c(NC(=O)c2cc(-c3cc(C)ccc3O)n[nH]2)c1	i	-5	2.0	0.0	1	-1.8	-1.1	-1.4	0
COc1ccc(-n2c(N)c(-c3nc4ccccc4n3C)sc2=S)cc1	0.5	-6	0.6	1.9	-1	/	/	-1.2	5
Cc1ccccc1SCC(=O)OCC(=O)Nc1sccc1C(N)=O	-0.3	-1	2.4	-0.3	-2	-1.3	/	-2.4	-3
COC(=O)c1ccc(NC(=S)N2CCC(C(N)=O)CC2)cc1	-1.4	-6	-1.0	-0.5	-7	0.0	-0.2	-2.8	7
Cc1ccc(C)c(N2N=C(C(=O)OCc3nnc(-c4cccs4)o3)CCC2=O)c1	0.0	-1	/	-0.8	0	2.4	/	-1.7	2
O=C(CN1C(=O)NC2(CCOc3ccccc32)C1=O)NCCc1ccc(F)cc1 (stereo not drawn)	i	-3	1.4	0.8	1	-0.4	1.6	-2.5	0
O=C(CN1c2ccccc2Sc2ccccc21)NNC(=O)Nc1ccc(Cl)cc1	-0.6	-31	0.9	1.5	3	1.2	-1.1	-1.9	-3
CNC(=O)C(=O)Nc1cc2c3c(c1)C(C)C(=O)N3CCC2 (stereo not drawn)	i	-6	-4.8	0.4	1	2.7	-2.1	0.0	13
COc1ccc(N2CCN(C(CNC(=O)C(=O)NCC3CCCO3)c3ccco3)CC2)cc1 (stereo not drawn)	i	-4	-1.4	-0.2	3	-1.9	0.6	-0.6	2
CC1CN(C)C(C)C/C1=N/Oc1ccccc1[N+](=O)[O-] (stereo not drawn)	-0.3	-13	1.0	-0.4	-4	-0.6	1.8	-2.9	2
COC(=O)/C=C\C(C#N)(C#N)N=Cc1ccc(OC)cc1	i	1	/	-0.9	6	1.3	/	2.9	4
O=C(N/N=C/c1c(O)n(C2CCCCC2)c(=S)[nH]c1=O)c1ccccc1	-0.2	-10	-4.0	0.9	3	-0.5	-4.1	-0.2	14
CCc1nnc(NC(=O)CCC(=O)N2CCN(CCOc3ccc(C)cc3)CC2)s1	-0.6	21	4.5	7.4	0	/	-0.4	-0.2	-1
CC[C@]12c3[nH]c4ccc(Cl)cc4c3CCN1C(=O)[C@@H](CC(=O)NCc1ccco1)C[C@@H]2C(=O)N1CCN(C(=O)c2ccco2)CC1	1.9	20	/	2.2	1	-0.5	-3.4	-0.4	5
CCOC(=O)[C@H]1[C@H]2COc3ccc(Cl)cc3[C@@H]2N2C(=O)CN(Cc3ccccc3)C(=O)[C@@]12C	i	32	2.7	0.8	1	-0.8	-2.2	-4.6	1
O=C(Cn1ncn2c(cc3cc(F)ccc32)c1=O)N1CCC2(CC1)OCCO2	i	1	-0.9	0.2	10	2.5	-0.6	-1.3	8
O/N=C\c1ccccc1Oc1ccc(F)cc1	1.2	-13	0.1	59*	-5	1.2	/	-3.8	-8
C#CCSc1nnc(-c2ccc([N+](=O)[O-])cc2)o1	-0.3	-2	-0.7	-1.4	0	1.3	-1.2	-0.6	12
COCC1CCCCN1C(=O)c1ccc2nc(Cc3ccc(OC)c(OC)c3)oc2c1 (stereo not drawn)	0.9	19	0.6	-0.1	-2	1.1	0.1	0.0	-7
COc1cc2c(cc1OC)C(c1ccc([N+](=O)[O-])cc1)N(C(C)=O)CC2 (stereo not drawn)	-0.2	2	1.8	-1.7	-2	0.6	3.9	-3.2	1
Cn1c(-c2ccc(CN3CCCCC3)o2)nc2ccccc21	i	-7	-4.2	0.1	33*	/	0.1	-2.6	4
Cc1ccc(-c2cc3ccccc3nc2N2CCOCC2)cc1	-0.2	1	2.8	12	1	-0.4	/	-1.8	8
CCCCN1C(=O)C2C(c3ccc(OC)cc3O)NC(CC(C)C)(C(=O)O)C2C1=O (stereo not drawn)	3.7	3	-0.1	0.9	3	0.6	-1.1	0.3	3

Sorted by length of the SMILES (rising): part of the list above.
SMILES	Vc quorum ag	Y pestis TopoI	Mtb UGM inh	PfHsp40 rescue	Mtb FBA inh	TcdB GH inh	BioA inh	FadD28 binding	GDH-TPI counter
O/N=C\c1ccccc1Oc1ccc(F)cc1	1.2	-13	0.1	59*	-5	1.2	/	-3.8	-8
Cc1ccc(-c2cc3ccccc3nc2N2CCOCC2)cc1	-0.2	1	2.8	12	1	-0.4	/	-1.8	8
Cn1c(-c2ccc(CN3CCCCC3)o2)nc2ccccc21	i	-7	-4.2	0.1	33*	/	0.1	-2.6	4
C#CCSc1nnc(-c2ccc([N+](=O)[O-])cc2)o1	-0.3	-2	-0.7	-1.4	0	1.3	-1.2	-0.6	12
COC(=O)/C=C\C(C#N)(C#N)N=Cc1ccc(OC)cc1	i	1	/	-0.9	6	1.3	/	2.9	4
CC1CN(C)C(C)C/C1=N/Oc1ccccc1[N+](=O)[O-] (stereo not drawn)	-0.3	-13	1.0	-0.4	-4	-0.6	1.8	-2.9	2
COCC1CCCCN1C(=O)c1ccc2nc(Cc3ccc(OC)c(OC)c3)oc2c1 (stereo not drawn)	0.9	19	0.6	-0.1	-2	1.1	0.1	0.0	-7
O=C(N/N=C/c1c(O)n(C2CCCCC2)c(=S)[nH]c1=O)c1ccccc1	-0.2	-10	-4.0	0.9	3	-0.5	-4.1	-0.2	14
COc1cc2c(cc1OC)C(c1ccc([N+](=O)[O-])cc1)N(C(C)=O)CC2 (stereo not drawn)	-0.2	2	1.8	-1.7	-2	0.6	3.9	-3.2	1
CCCCN1C(=O)C2C(c3ccc(OC)cc3O)NC(CC(C)C)(C(=O)O)C2C1=O (stereo not drawn)	3.7	3	-0.1	0.9	3	0.6	-1.1	0.3	3
CCOC(=O)[C@H]1[C@H]2COc3ccc(Cl)cc3[C@@H]2N2C(=O)CN(Cc3ccccc3)C(=O)[C@@]12C	i	32	2.7	0.8	1	-0.8	-2.2	-4.6	1
CC[C@]12c3[nH]c4ccc(Cl)cc4c3CCN1C(=O)[C@@H](CC(=O)NCc1ccco1)C[C@@H]2C(=O)N1CCN(C(=O)c2ccco2)CC1	1.9	20	/	2.2	1	-0.5	-3.4	-0.4	5

New compounds follow
SMILES	Vc quorum ag	Y pestis TopoI	Mtb UGM inh	PfHsp40 rescue	Mtb FBA inh	TcdB GH inh	BioA inh	FadD28 binding	GDH-TPI counter
COc1ccccc1N1CCN(S(=O)(=O)c2ccc3c(c2)oc(=O)n3C)CC1	-0.1	1	3.6	0.9	-5	-0.5	0.3	-2.4	-18
CN(C)S(=O)(=O)c1cccc(NC(=O)c2ccc3c(c2)S(=O)(=O)N=C2CCCCCN23)c1	i	12	-0.5	0.6	-1	1.7	0.2	-7.1	-5
CC(Oc1ccccc1)C(=O)N1CCC2(CC1)CC(=O)c1ccccc1O2 (stereo not drawn)	-0.4	10	1.5	0.9	8	-0.7	/	0.7	-4
Cc1ccc2oc(NC3=NC4(CCCC4)C4=C(CCCC4=O)N3)nc2c1	-3.1	6	/	/	-2	0.7	-1.3	0.4	21
CCCN1CCN(C(=O)c2noc3c2COc2ccc(C)cc2-3)CC1	-0.3	18	-0.7	0.7	1	-5.0	-0.3	-4.8	20
CS(=O)(=O)N1CCC(C(=O)Nc2ccc(Cl)cc2)CC1	-0.3	0	-1.2	-0.8	-2	-5.5	1.1	-2.6	-4
COc1ccc(CC(=O)c2ccc(O)cc2O)cc1OC	1.5	-10	1.6	1.2	-11	/	-0.8	-2.9	26
Cc1cc(C)c(S(=O)(=O)N2CCCCC2CCNC(=O)C(=O)NCC2CCCO2)c(C)c1 (stereo not drawn)	0.7	-4	0.2	/	8	1.4	/	1.3	-2
CC(=O)C1=C(O)C(=O)N(c2ccc(Br)cn2)C1c1ccccc1[N+](=O)[O-] (stereo not drawn)	-0.5	2	-1.6	/	-1	1.2	-0.2	0.9	19
CN(CC(=O)Nc1ccccc1Cl)CC(=O)N(C)c1c(N)n(Cc2ccccc2)c(=O)[nH]c1=O	-4.3	-9	-1.8	1.3	1	0.1	-2.0	-2.2	4
CCC(=O)Nc1cc(C)c(NC(=O)CCc2ccccc2)cn1	6.2	2	0.8	0.7	2	/	-1.3	-1.7	6
CCOC(=O)c1sc(=S)[nH]c1C	i	4	/	1.3	-3	12*	/	-5.3	31*

High-throughput results: PubChem, several laboratories

An unsorted share of the library. Share with any hit: about 4.6%.
